Mtb RmlCD inh – blocks M. tuberculosis RmlC and RmlD coupled enzymes; P9WH09+P9WH11; RmlC+RmlD coupled enzyme assay, percent inhibition; primary screen in compound mixtures; inhibition, % at 3.6 µM; 0.03% of 160,000 active; AID 1533; in the data active = inhibition mostly above about 34%, no sharp cut-off; note: some results filed as inactive read as strong as hits
Target sequence (P9WH09 whole entry, looked up): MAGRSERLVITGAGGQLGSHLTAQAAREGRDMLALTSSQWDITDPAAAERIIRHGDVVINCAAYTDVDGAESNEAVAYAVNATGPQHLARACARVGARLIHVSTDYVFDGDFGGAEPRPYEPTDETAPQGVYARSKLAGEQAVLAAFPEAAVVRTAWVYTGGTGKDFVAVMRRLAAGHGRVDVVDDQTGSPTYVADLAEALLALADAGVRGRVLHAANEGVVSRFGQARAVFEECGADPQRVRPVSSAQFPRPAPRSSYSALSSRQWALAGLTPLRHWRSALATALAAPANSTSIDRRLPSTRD
Target sequence (P9WH11 whole entry, looked up): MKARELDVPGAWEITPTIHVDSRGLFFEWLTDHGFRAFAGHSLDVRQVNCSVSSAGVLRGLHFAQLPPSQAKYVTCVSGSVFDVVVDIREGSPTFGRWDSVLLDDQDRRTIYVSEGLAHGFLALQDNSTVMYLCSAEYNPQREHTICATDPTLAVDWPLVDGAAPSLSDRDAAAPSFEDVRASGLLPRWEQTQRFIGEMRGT
GlmU inhibition – inhibition of mycobacterial GlmU enzyme – biochemical, glucosamine-1-phosphate acetyltransferase (AID 1376) | M. tuberculosis GlmU acetyltransferase enzyme assay; higher % means a stronger effect | inhibition, %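 (tested at 30 µM in the primary screen)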, or IC50 in µM where a hit was titrated | 0.25% of 220,000 active; in the data active = inhibition above about 13%;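 note: 0% = complete reaction with vehicle and 100% = reaction without substrate; strong numbers were not always called active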
Starred values were filed as active, the others as inactive; x = no result given; & = joins results of further samples.

compound,Mtb RmlCD inh,GlmU inhibition
Cc1nnc(SCC(=O)N2CCCCC2)n1CC1CCCO1 (stereo unspecified),-3.4,0.7%
CN(C)CC(C)(C)CNC(=O)C1CCN(Cc2ccccc2O)CC1,-9.6,-0.6%
COc1cc2c(cc1OC)[C@@H]1C(=O)c3ccc4c(c3O[C@@H]1CO2)C[C@H](C(C)C)O4,-12.4,1.3%
O=C(O)/C=C/c1cn(Cc2ccccc2)nc1-c1cccs1,2.9,3.1%
CCS(=O)(=O)N1CCN(c2cc3c(cc2[N+](=O)[O-])n(C)c(=O)n3C)CC1,2.5,-1.7%
O=[N+]([O-])c1ccc(-c2cnc(SCc3ccccc3Cl)[nH]2)cc1,5.3,-6.4%
CCCCn1c(O)c(N=NC(=O)Cn2c(C(F)(F)F)nc3ccccc32)c2ccccc21,-10.6,3.0%
CCOc1cc(C(=O)OCC(=O)Nc2ccc(SC(F)F)cc2)cc(OCC)c1OCC,-7.5,-2.6%
CCOC(=O)c1nnn(-c2nonc2N)c1CN(CC)CC,3.2,-6.1%
NCCN1CCN(CC(=O)N2c3ccccc3C(=O)Nc3cccnc32)CC1,x,-7.7%

Further records follow:
compound,Mtb RmlCD inh,GlmU inhibition
Cc1ncc([N+](=O)[O-])n1CCOc1nonc1N,10.2,-1.4%
CC(C)CN1C(=O)c2ccc(C(=O)Nc3ccccn3)cc2C1=O,-5.0,6.3%
Cc1ccc(OCC(=O)Nc2ccc(S(=O)(=O)N3CCOCC3)cc2)c([N+](=O)[O-])n1,-8.9,2.8%
CC(=O)N/N=C(\C)c1cccc(NC(=O)c2cccs2)c1,6.8,-2.6%
Cc1cccc(C(=O)N[C@H](C(=O)Nc2nc3ccc(S(C)(=O)=O)cc3s2)C(C)C)c1,-11.5,-0.9%
CC(=O)Nc1ccc2c(c1)nc1n2CCSC1,13.9,2.5%
CCCC(=Nc1ccc(N)cc1)C1=C(O)C(C(=O)OC)C(C)(C)CC1=O (stereo unspecified),4.1,2.4%
CCCCNC(=O)C(=O)N/N=C/c1ccc(C(=O)OC)cc1,9.4,-5.8%
CC[n+]1c(/C=C/N(C)c2ccccc2)oc2ccc(F)cc21,-4.4,-2.5%
C=CC[N+](C)(C)CCCNC(=O)/C=N/O,-9.2,-0.3%

Further records follow.
compound,Mtb RmlCD inh,GlmU inhibition
O=C(CSc1nccc(=O)[nH]1)c1c[nH]c2ccccc12,x,0.5%
O=c1cc(-c2ccco2)oc2c1ccc1ccccc12,x,-3.3%
CCOC(=O)c1ccc(N/C=C/C(=O)c2ccc(OC)c(OC)c2)cc1,31.0,-0.8%
CCc1cc2c(SCC(=O)c3ccc(C)cc3)ncnc2s1,x,1.4%
CCOC(=O)N1CCN(C(=O)CN(c2cccc(C)c2)S(=O)(=O)c2ccc(C)cc2)CC1,x,5.1%
CCc1ccc(NC(=O)COc2ccc(F)cc2C(=O)c2cnn(-c3ccccc3)c2)cc1,1.5,-6.4%
CCOCCCNC(=O)CCSc1ccc(C)cc1,x,1.4%
O=C(O)Cc1ccc(NC(=O)c2cccs2)cc1,-0.5,-0.9%
CC(O)C(O)C(O)C(O)C1NCCS1 (stereo unspecified),x,1.4%
Cc1cccn2cc(-c3ccc(F)cc3)nc12,-7.3,1.4%

Reformatted: results already given
Results follow in this order: Mtb RmlCD inh | GlmU inhibition
CCOC(=O)N1CCN(C(=O)CN(c2cccc(C)c2)S(=O)(=O)c2ccc(C)cc2)CC1
 : x | 5.1%
CCc1ccc(NC(=O)COc2ccc(F)cc2C(=O)c2cnn(-c3ccccc3)c2)cc1
 : 1.5 | -6.4%
CCOCCCNC(=O)CCSc1ccc(C)cc1
 : x | 1.4%
O=C(O)Cc1ccc(NC(=O)c2cccs2)cc1
 : -0.5 | -0.9%

Other results follow.
compound,Mtb RmlCD inh,GlmU inhibition
CCN(CC)CCCN=Cc1c(O)n(-c2ccccc2C)c(=O)c2ccccc12,21.1,-1.3%
O=C(CSc1ncn(-c2ccccc2)n1)Nc1ccc(Br)cn1,-9.3,0.5%
Cn1c(SCC(=O)n2c3c(c4ccccc42)CCCC3)nnc1-c1ccccc1,x,7.0%
COc1ccc(C)c(S(=O)(=O)Nc2ccc(OCC(=O)O)cc2)c1,-9.8,-0.5%
NC(=S)N/N=C\c1ccccc1OCc1ccccc1,x,11.8%
O=[N+]([O-])c1ccc(N2CCN(c3ccc(Cl)nn3)CC2)c(Cl)c1,x,0.5%
O=C(Nc1ccc(Cl)cc1)C1=Cc2cc(Cl)ccc2OC1,8.8,0.8%
CCc1cccc(C)c1NC(=O)C(c1ccc(O)cc1)N1CCC1=O (stereo unspecified),11.0,-1.0%
Fc1ccccc1N1CCN(c2ncnc3nc[nH]c23)CC1,9.5,3.2%
CC(=O)NC1C(Oc2cccc(C)c2)OC2COC(c3ccco3)OC2C1O (stereo unspecified),-6.8,-1.6%

(further entries)
compound,Mtb RmlCD inh,GlmU inhibition
CC(=O)NC(=S)NNC(=O)C(c1ccccc1)c1ccccc1,8.6,3.5%
Cc1ccc(S(=O)(=O)N2CC=C(c3c(C)n(C)c4ccccc34)CC2)cc1,-11.4,0.1%
CCOC(CNC(=O)c1cccn2c(=O)c3cc(Cl)ccc3nc12)OCC,x,5.7%
O=c1cnnc(Nc2ccccc2)[nH]1,-9.9,-3.6%
COc1ccc(-c2cc3c(nn2)-c2ccccc2C3=O)cc1,-3.4,-7.8%
CC(C)N(C(=O)Cn1c(SCC(=O)N2CCN(c3ccccc3)CC2)nc2ccccc21)C(C)C,x,0.2%&3.2%
CN(Cc1ccccc1)Cc1nc2c([nH]1)c(=O)[nH]c(=O)n2C,-1.4,-1.7%
CC(=O)N(C1CC(C)C(C#N)(C#N)C1(C#N)C#N)N(C)C (stereo unspecified),6.6,3.0%
CCc1nc(Nc2ccccc2)c2oc3ccccc3c2n1,11.2,6.4%
CCN(CC)CCCNC(=O)CNC(=S)N(CCCN1CCOCC1)Cc1cccs1,x,-0.8%

Remaining list, next part:
compound,Mtb RmlCD inh,GlmU inhibition
N#C/C(=C(/O)COC(=O)CCc1ccc(S(=O)(=O)N2CCOCC2)cc1)c1nc2ccccc2[nH]1,x,-2.4%
C/C(=N\NC(=O)c1ccc(N/N=C(\C)c2ccncc2)cc1)c1ccncc1,5.6,1.0%
COc1ccc(NS(=O)(=O)c2cccc(C(=O)N/N=C/c3cccs3)c2)cc1,6.7,-0.6%
CC(=O)c1cc(C(=O)Nc2ccc(C(=O)O)cc2)oc1C,x,3.0%
CN(Cc1nc(-c2ccccn2)no1)S(=O)(=O)c1ccc(Cl)cc1,x,2.6%
CC(=O)N(c1cccc(C)c1)C1SC(=O)N(c2ccccc2)C1=O (stereo unspecified),-7.3,-4.5%
CC(OC(=O)c1ccc(O)cc1)C(=O)Nc1cc(C(F)(F)F)ccc1Cl (stereo unspecified),49.2,0.7%
Cc1cc(C)c2cc(CN(Cc3ccco3)C(=S)NCC3CCCO3)c(=O)[nH]c2c1 (stereo unspecified),-13.5,6.6%
Nn1c(SCc2ccccc2)nnc1-c1ccco1,x,6.8%
CCOC(=O)C1=C(C)N(CC)C(=S)NC1c1ccc(Cl)cc1 (stereo unspecified),14.0,-0.1%

Reformatted field by field: 2 of the compounds above.
Cc1ncc([N+](=O)[O-])n1CCOc1nonc1N
- Mtb RmlCD inh: 10.2
- GlmU inhibition: -1.4%

CC(C)CN1C(=O)c2ccc(C(=O)Nc3ccccn3)cc2C1=O
- Mtb RmlCD inh: -5.0
- GlmU inhibition: 6.3%

Following part:
compound,Mtb RmlCD inh,GlmU inhibition
NC(=O)CC(NC(=O)Cc1ccc(Br)cc1)c1ccc(NC2CCCC2)c([N+](=O)[O-])c1 (stereo unspecified),-9.6,-1.2%
COc1ccc(NC(=O)Cn2nc(Cc3cccnc3)c3ccccc3c2=O)cc1OC,10.7,1.1%
CC(=O)c1cccc(NC(=O)Cn2c(=O)oc3cc(S(=O)(=O)N4CCCC4)ccc32)c1,26.7,-1.2%
Fc1ccc(-c2ccc(-c3nn4c(-c5ccco5)nnc4s3)o2)cc1,6.0,-0.7%
O=C(Nc1ccc(F)cc1)C1CCCN1S(=O)(=O)c1cccc2nsnc12 (stereo unspecified),8.0,5.3%
CCCc1c(C(=O)OCC)sc(N)c1C#N,-8.7,3.4%
COc1ccc2[nH]c(=O)c(CNc3ccc(C)cc3C)cc2c1,-7.1,2.3%
CCOc1ccc(N2CC(O)=C(c3nc4ccccc4c(=O)[nH]3)C2=N)cc1,2.0,-7.0%
COc1cccc(C(=O)N(c2ccc(C)cc2)C2C=CS(=O)(=O)C2)c1 (stereo unspecified),7.1,-5.2%
Cc1ccc(NC(=O)/C=C/c2cccs2)c([N+](=O)[O-])c1,-3.8,3.7%

Continued (2 carried over from the part before).
compound,Mtb RmlCD inh,GlmU inhibition
COc1cccc(C(=O)N(c2ccc(C)cc2)C2C=CS(=O)(=O)C2)c1 (stereo unspecified),7.1,-5.2%
Cc1ccc(NC(=O)/C=C/c2cccs2)c([N+](=O)[O-])c1,-3.8,3.7%
CCC(C)(C(=O)NC1CCCC1)N(Cc1cccs1)C(=O)c1ccccn1 (stereo unspecified),7.3,-1.4%
Cc1ccc(NC(=O)CCNS(=O)(=O)c2cccc3nonc23)cc1,-5.1,3.0%
CSc1ccc(/C=N/N2CCN(c3ccccc3)CC2)cc1,12.3,-4.1%
CCCn1nnnc1NC(=O)CSc1ccc(Cl)cc1,7.3,2.0%
CCCCNC(=O)CCn1nc(-c2ccc(Cl)cc2)c2ccccc2c1=O,15.5,12.2%
CC(Oc1ccc(Cl)cc1Cl)c1nc(-c2ccc(NC(=O)c3ccccn3)cc2)no1 (stereo unspecified),8.1,0.7%
CCN1CCN(c2nc(N(C)c3ccccc3)nc(N)c2[N+](=O)[O-])CC1,x,6.1%
OC1(c2ccc(OC(F)F)cc2)CSC(=Nc2cccnc2)N1C1CC1 (stereo unspecified),10.0,3.2%
Cc1ccc2cc(/C=N/Nc3nc4ccccc4[nH]3)c(Cl)nc2c1,13.4,-12.6%
CC(=O)Nc1cc(C)nn1-c1nc(C)cc(C)n1,-5.2,1.5%

(next part)
compound,Mtb RmlCD inh,GlmU inhibition
O=C1c2ccccc2C(O)N1Cc1cccs1 (stereo unspecified),-12.2,-2.1%
COc1ccccc1Nc1nc(-c2sc(NC(=O)CC(C)C)nc2C)cs1,21.7,6.3%
C=CCn1c(-c2cccs2)nc2ccccc21,5.5,3.2%
C[C@@]1([C@@H](NP(=O)(c2ccccc2)c2ccccc2)c2ccccc2)C[C@H]1CCO,x,0.7%
COc1ccc(-n2c(Cc3cccn3C)nnc2SCC(=O)Nc2cc(Cl)ccc2OC)cc1,-9.3,4.8%
O=C(CN1C(=O)C2C3CCC(C3)C2C1=O)N1CCN(Cc2ccccc2)CC1 (stereo unspecified),-9.0,2.8%
Cn1c(=O)c(C(=O)CN2CCOCC2)c(N)n(Cc2ccccc2)c1=O,-5.2,-1.4%
O=C(COC(=O)c1cc(=O)[nH]c2ccccc12)Nc1nc(-c2cccc(Br)c2)cs1,-13.6,-2.8%
COc1ccccc1C(=O)NCCNC(=O)c1ccco1,-2.5,3.9%
O=[N+]([O-])c1ccc(C(=S)N2CCN(c3ccc(F)cc3)CC2)cc1,10.2,1.4%

(more compounds)
compound,Mtb RmlCD inh,GlmU inhibition
N/C(COc1ncn(-c2ccccc2)n1)=N\S(=O)(=O)c1ccc(Cl)cc1Cl,2.6,1.7%
Cc1occc1-c1nnc(SCC(=O)N2CCCCC2)o1,-4.1,0.2%
O=C1C(=Nc2cccc(Cl)c2)CC(c2ccc(Cl)cc2)N1c1cccc(Cl)c1 (stereo unspecified),-8.0,3.7%
Cc1ccccc1Nc1c(-c2cccnc2)nc2ccc(Br)cn12,-7.8,-1.0%
CCC(CC)c1nnc(NC(=O)c2ccc(N3CCCC3=O)cc2)s1,-6.5,0.1%
CCOC(=O)c1oc2ccccc2c1NC(=O)c1cccc(OC)c1,4.2,1.1%
O=C1CC(c2ccccc2)n2ncnc2N1 (stereo unspecified),2.0,-4.4%
COC(C)(C)[C@]12CC(O)(C(C)C)ON1[C@H]1CCCCC1N2O (stereo partly specified),x,-0.6%
Cc1c(NC2=C(Cl)C(=O)N(c3ccccc3)C2=O)c(=O)n(-c2ccccc2)n1C,-7.5,2.0%
O=C(CN(C1CCCCC1)S(=O)(=O)c1ccc(Cl)cc1)NCCCO,-6.0,7.8%

Next results follow.
compound,Mtb RmlCD inh,GlmU inhibition
Cc1cc(NS(=O)(=O)c2ccc(NC(=O)COc3ccc(Cl)cc3)cc2)no1,x,-4.6%
Cc1cc(N/N=C/c2ccc(F)cc2)nc(-n2nc(C)cc2C)n1,0.8,-1.1%
CCCn1nnc(NC(=S)NC(=O)c2ccc(-c3ccc(Br)cc3)o2)n1,-13.1,1.1%
CCc1ccccc1OCCOc1ccc(C)cc1OC,5.1,4.4%
COCCNC(=O)C(=O)NCC1OCCN1S(=O)(=O)c1cccs1 (stereo unspecified),10.2,-2.0%
CCCCn1c(NCCC)nc2c1c(=O)[nH]c(=O)n2C,7.8,-2.1%
CC(C)COc1ccc(C(=O)CCN2CCCCC2)cc1,x,-4.0%

Screens deposited in PubChem BioAssay by several laboratories.

An excerpt. The share of hits here may be higher or lower than overall.
